Compound activity as filed in PubChem.
SUMO HTRF inh – blocks human SUMOylation mediated by UBC9; HTRF SUMOylation assay, SAE1/SAE2 + UBC9, in vitro; inhibition, % at 35 µM; 0.36% of 290,000 active; AID 2006; in the data active means inhibition above about 50%, passing the limit was not always enough; further: strong numbers were not always called active
GalR3 antagonist – human GalR3 antagonism. O60755. HEK293 GalR3-CNG cAMP membrane potential fluorescence; galR3 body fused to GalR1 C-terminus. inhibition, % at 3 µM. 0.44% of 360,000 active. AID 651719;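 active means inhibition above the screen-wide average plus 3 SD, cut at about 13% in these data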;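 further: forskolin and galanin both at EC90 stimulate the cells; cAMP rise reported by CNG channel membrane potential dye signal; 0% = forskolin plus galanin with DMSO and 100% = forskolin alone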
Target sequence (O60755 1-299 limits assumed): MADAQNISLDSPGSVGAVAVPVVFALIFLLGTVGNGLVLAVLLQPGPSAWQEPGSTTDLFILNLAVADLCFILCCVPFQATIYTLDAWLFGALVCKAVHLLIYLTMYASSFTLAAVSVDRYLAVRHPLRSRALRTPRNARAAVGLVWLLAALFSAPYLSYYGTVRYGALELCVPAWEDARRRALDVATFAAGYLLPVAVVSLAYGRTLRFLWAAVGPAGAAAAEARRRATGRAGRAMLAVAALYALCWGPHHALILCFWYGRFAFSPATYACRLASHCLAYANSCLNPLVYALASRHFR
MEKK2mut PB1 HTS – signal of MEK5 binding to mutant human MEKK2 PB1 domain. bead flow cytometry, Alexa488-MEK5 binding to MEKK2 mutant. percent response, % at 10 µM. 0.35% of 290,000 active; in the data active means percent response above about 24%, passing the limit was not always enough; further: inactives centre near 1; some results filed as inactive read as strong as hits; reference of the scale not given here
MEKK2 WT-MEK5 – raises or lowers MEK5 binding to wildtype human MEKK2 PB1 domain; bead flow cytometry, Alexa488-MEK5 binding to MEKK2 WT; actives lie on both sides; binding response (% of control), % at 10 µM; Q9Y2U5; 1.1% of 290,000 active; AID 1531; in the data active means binding response below about 67% or above about 130%
CRFBP-R2 agonist – CRF-BP/CRF-R2 complex agonism | HEK293 CRF-R2/CRF-BP, calcium dye fluorescence (FLIPR); percent of saturating CRF peptide response | activation, % at 13.2 µM | 0.46% of 350,000 active | AID 588473;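 active means activation of at least 50%, plus an integration ratio under a set limit after plate pattern correction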;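 further: plate controls were neutral control wells without compound for no effect and CRF at EC100 for full effect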
FID counter – counter-screen for HCV NS3 helicase inhibitors: DNA intercalator displacement; DNA fluorescent intercalator displacement, fluorescence; inhibition, % at 7.9 µM; 0.17% of 290,000 active; AID 1845; in the data active means inhibition above about 37%;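 further: 0% = vehicle and 100% = reference compound; higher means more ethidium bromide displaced from hairpin DNA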
MEKK3 PB1 HTS – modulators (inhibitors or enhancers) of MEK5 binding to human MEKK3 PB1 domain | Q99759 | bead-based flow cytometry, Alexa488-MEK5 binding to MEKK3; actives lie on both sides; 0 = blocked by unlabeled MEK5, 100 = vehicle | binding response (% of control), % at 10 µM | 1.4% of 290,000 active | AID 1529;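 active means binding response more than 3 SD above or below the average of its plate-row segment, actives on both sides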;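 further: Alexa488 bead fluorescence after subtracting the streptavidin-only scavenger bead signal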
Target sequence (Q99759 whole entry, looked up, the tested form may be a part): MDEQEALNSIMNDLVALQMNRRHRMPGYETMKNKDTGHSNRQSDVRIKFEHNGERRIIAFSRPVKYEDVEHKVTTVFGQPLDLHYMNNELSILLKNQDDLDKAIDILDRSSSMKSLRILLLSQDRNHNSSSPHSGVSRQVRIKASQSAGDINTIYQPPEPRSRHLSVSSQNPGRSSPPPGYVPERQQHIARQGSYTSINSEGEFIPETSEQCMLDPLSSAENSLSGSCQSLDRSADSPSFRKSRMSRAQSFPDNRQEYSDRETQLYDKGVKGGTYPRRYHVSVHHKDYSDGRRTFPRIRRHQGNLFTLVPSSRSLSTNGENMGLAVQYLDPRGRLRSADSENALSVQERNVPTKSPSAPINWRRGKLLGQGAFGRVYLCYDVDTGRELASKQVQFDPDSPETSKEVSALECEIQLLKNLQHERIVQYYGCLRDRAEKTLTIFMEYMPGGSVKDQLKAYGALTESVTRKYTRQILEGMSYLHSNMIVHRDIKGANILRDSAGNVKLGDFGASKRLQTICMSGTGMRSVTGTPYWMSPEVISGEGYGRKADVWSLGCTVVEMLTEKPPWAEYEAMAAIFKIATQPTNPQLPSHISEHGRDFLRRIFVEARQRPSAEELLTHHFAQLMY
CRFR2-BP antag – CRF-BP/CRF-R2 complex antagonism. HEK293 CRF-R2/CRF-BP, CRF-induced calcium fluorescence. inhibition, % at 11.8 µM. 0.59% of 350,000 active. AID 588475;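 active means inhibition of the ligand-induced calcium signal above about 50% at the single tested concentration, limit read from the data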
HCV NS3 hel inh – blocks Hepatitis C virus NS3 helicase unwinding. 0.56% of 290,000 active. inhibition, % at 10.9 µM. NS3 helicase DNA unwinding, Cy5 molecular beacon fluorescence;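 active means inhibition above the mean of all tested compounds plus 3 SD, set per campaign, cut at about 35% in these data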;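 further: 0% = DMSO wells and 100% = thioflavine S control wells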
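Assay system: hepatitis C virus NS3 helicase domain fragment enzyme. Also added: annealed dual-labelled DNA beacon duplex, ATP-started. Timing: 1 h reaction at 25 °C, ATP-initiated. Technique: Cy5 fluorescence at 0 and 60 min, beacon hairpin quenching. Evaluation: % inhibition of unwinding. Replication: one well per compound.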
* hit, by the source's call; . = not tested or not shown. These rows are one share of the data. The share of hits here may be higher or lower than overall.

SMILES	CRFR2-BP antag	GalR3 antagonist	MEKK3 PB1 HTS	FID counter	SUMO HTRF inh	MEKK2mut PB1 HTS	MEKK2 WT-MEK5	HCV NS3 hel inh	CRFBP-R2 agonist
Cc1ccnc(NC(=O)c2c(-c3ccccc3Cl)noc2C)c1	-4	-6	90	-8	25	-3	95	-6	-1.6
COc1cc(/C=C(\C#N)c2nc3c(s2)CCCC3)ccc1O	.	.	104	-8	-11	-1	94	-11	.
Cc1c(CC(=O)O)c(=O)oc2c(C)c(OCc3ccccc3Br)ccc12	17	-8	95	-10	62	-1	95	-11	-2.4
S=C(NCCc1ccccn1)Nc1ccc(Cl)cc1Cl	-17	-5	100	-8	-6	0	102	11	-0.1
CCOC(=O)C1=C(c2ccccc2)OC(N)=C(C#N)C1c1ccncc1 (centres undefined)	-10	0	99	-7	9	1	101	0	0.7
C=C(C)CSc1nnc([C@@H](NC(=O)OC(C)(C)C)C(C)CC)o1 (some centres undefined)	-11	-6	103	-35	17	-2	99	1	3.9
O=C(O)C(c1ccccc1)N1C(=O)/C(=C\c2ccc(-c3ccccc3Cl)o2)SC1=S (centres undefined)	-104	-5	97	23	24	-8	90	59*	91*
O=C(Nc1cccc(NC(=O)C2CCCO2)c1)C1CCCO1 (centres undefined)	6	-2	101	-4	9	6	106	6	-0.6
O=C(c1cncc(Br)c1)N1CCCc2ccccc21	15	0	109	-6	-11	4	112	-5	-2.3
Cc1cccc(N/C=C/C(=C(C#N)C#N)N(C)C)c1	4	-8	97	-2	-4	-6	96	-1	-3.9
CC1CC(C)CN(C(=O)Cn2c(=O)c3cccn3c3cccnc32)C1 (centres undefined)	-1	-9	102	-30	2	0	100	16	0.7
CN(c1ccccc1)S(=O)(=O)c1cc(C(=O)Nc2nc3ccccc3[nH]2)ccc1Cl	-7	-3	104	-13	-6	9	102	-10	-0.7
COc1ccccc1CN(Cc1ccco1)S(=O)(=O)c1ccc(-n2cnnn2)c(OC)c1	46	-7	101	0	-12	-4	95	-4	-2.6
COc1ccc(N2CCN(C(=O)CSc3nc4cc(OC)c(OC)cc4cc3C#N)CC2)cc1	12	6	97	.	20	0	98	.	-0.3
CCN(C(=O)COC(=O)c1n[nH]c2ccccc12)C1CCS(=O)(=O)C1 (centres undefined)	-6	-2	103	-6	-6	-1	98	-1	-0.2
COC(=O)CSc1nc2c(c(-c3ccco3)c1C#N)CCCC2	15	.	107	-6	5	4	109	15	6.0
CCOc1ccc(NC(=O)CCn2c(=S)oc3ccccc32)cc1	-13	-11	111	-10	-8	17	109	14	-1.0
CSc1nc(C)cc(OCCNS(=O)(=O)c2ccc(C)cc2)n1	-8	-6	99	-16	.	-1	95	-6	-2.4
CCC(=O)Nc1ccc(C(=O)N/N=C/c2ccc([N+](=O)[O-])cc2)cc1	2	-1	121	-5	0	1	105	1	0.8
CC(C)n1nc(C(=O)OCC(=O)N(C)C2CCS(=O)(=O)C2)c2ccccc2c1=O (centres undefined)	23	4	98	-3	10	2	96	3	0.8
COc1ccc(S(=O)(=O)N2Cc3ccccc3CC2C(=O)Nc2ccc3c(c2)OCO3)cc1 (centres undefined)	3	-2	101	-17	11	2	100	-2	1.6
NS(=O)(=O)c1ccc(CCNC(=O)CN2CCN(Cc3cccc(C(F)(F)F)c3)CC2)cc1	4	-7	101	-13	7	4	105	-10	1.4
COc1ccc(C(=O)NC2CCN(CC(=O)Nc3c(C)cccc3C)CC2)cc1OC	0	-8	105	-12	7	3	107	-8	-0.1
COc1ccc(CCNc2ccncn2)cc1	10	-6	103	-10	-8	5	105	8	2.0
CCS(=O)(=O)c1ccc(N)cc1	21	-4	.	-2	9	.	.	2	6.6
O=C(CSCc1ccc(Cl)cc1)N1CCCCC1	2	0	110	-8	12	16	113	-3	-0.5
CCN(CC)CCN(C(=O)CCS(=O)(=O)c1ccccc1)c1nc2cc(OC)c(OC)cc2s1	4	-5	101	10	-6	13	110	-9	-0.5
COc1ccc(Cl)cc1NC(=O)C(C)N1CCN(c2ccccn2)CC1 (centres undefined)	19	-12	104	-23	-10	3	103	-23	-4.6
COc1ccc(NC(=O)NCc2ccc3c(c2)OCO3)cc1OC	5	-3	102	-7	10	-2	98	7	-1.0
Cc1cc(C)nc(Nc2n[nH]c(-c3ccccc3N)n2)n1	0	2	113	-8	1	7	113	-5	-1.7

Three entries picked at random from the list so far:
SMILES	CRFR2-BP antag	GalR3 antagonist	MEKK3 PB1 HTS	FID counter	SUMO HTRF inh	MEKK2mut PB1 HTS	MEKK2 WT-MEK5	HCV NS3 hel inh	CRFBP-R2 agonist
COc1ccc(C(=O)NC2CCN(CC(=O)Nc3c(C)cccc3C)CC2)cc1OC	0	-8	105	-12	7	3	107	-8	-0.1
CCC(=O)Nc1ccc(C(=O)N/N=C/c2ccc([N+](=O)[O-])cc2)cc1	2	-1	121	-5	0	1	105	1	0.8
COc1ccc(Cl)cc1NC(=O)C(C)N1CCN(c2ccccn2)CC1 (centres undefined)	19	-12	104	-23	-10	3	103	-23	-4.6

New compounds follow
SMILES	CRFR2-BP antag	GalR3 antagonist	MEKK3 PB1 HTS	FID counter	SUMO HTRF inh	MEKK2mut PB1 HTS	MEKK2 WT-MEK5	HCV NS3 hel inh	CRFBP-R2 agonist
O=C(CCCCn1c(=O)[nH]c2ccccc2c1=O)NC1CCN(Cc2ccccc2)CC1	2	-5	106	-1	-15	-2	103	-6	-0.1
COc1ccc(OCc2cc(=O)[nH]c3ccccc23)cc1	11	-8	110	-15	11	16	108	11	-4.3
C=CCC(NCc1ccco1)c1ccc(OC)cc1 (centres undefined)	6	-3	100	-1	-8	2	105	-3	-0.4
O=C(Cn1c2ccccc2c(=O)c2ccccc21)Nc1cccc(F)c1	-10	-8	121	2	25	0	109	-8	1.6
CCN(Cc1ccccc1)S(=O)(=O)c1ccc2oc(C(=O)O)c(C)c2c1	7	0	107	-34	4	6	106	17	-1.0
CC(c1ccccc1)n1c(-c2cccs2)nc2c(c(=O)c3ccccc3n2C)c1=O (centres undefined)	9	-1	98	1	18	-1	91	10	-0.3
CCCCC(=O)Nc1ccc(C(=O)c2ccccc2)cc1	-6	-2	94	-12	2	-7	84	11	1.2
COC(=O)c1sc(NC(=O)COc2ccccc2C)nc1C	-8	-1	100	-6	13	4	98	5	-5.2
O=C(Nc1ccccc1)c1ccc(NC2CCCCC2)c(S(=O)(=O)N2CCOCC2)c1	-7	-5	103	-29	-16	2	101	10	-0.1
Cc1c(C(=O)OCC(=O)Nc2ccc(C(N)=O)cc2)cccc1[N+](=O)[O-]	-22	-1	102	2	-5	1	100	3	0.0
Cc1cc(CC(C)C)n(-c2nc3ccccc3c(=O)n2OCc2ccccc2)n1	-21	-5	51	-35	7	-14	51	12	0.1
CN1CCN(C(=O)c2ccccc2-c2nc(-c3ccccc3)no2)CC1	-5	-3	100	11	24	7	102	7	0.5
CC12CCC(C(=O)Nc3ccccc3-n3cccc3)(CC1=O)C2(C)C (centres undefined)	0	0	97	-10	2	0	94	0	0.1
CCOC(=O)N1C(=O)[C@@](c2ccc(Cl)cc2)(C(C)C)N1C(=O)OCC	0	-2	98	-33	0	-12	86	-16	3.8
O=C(CC1C(=O)NCCN1Cc1ccc(-c2ccccc2)cc1)NCC1CCOCC1 (centres undefined)	3	6	94	-30	-4	-10	101	-11	1.4
COC(=O)CNC(c1ccccc1)c1cc(Br)ccc1NC(=O)CNC(=O)OCc1ccccc1 (centres undefined)	-13	.	102	-39	8	0	102	-1	0.6
CCCCCCCC1=CC2=CC(=O)C(C)(OC(C)=O)C(=O)C2=CN1CCc1ccccc1 (centres undefined)	-9	.	91	-33	2	-1	91	12	0.2
COC(=O)C1=NN(C(=O)c2ccccc2)C(O)(c2ccc([N+](=O)[O-])cc2)C1 (centres undefined)	19	-2	105	-5	14	10	104	17	47
CCOCCCN(C)C1CCN(C(=O)c2oc3ccccc3c2NC(=O)COc2ccc(F)cc2)CC1	-13	-2	105	27	8	5	112	-18	0.4
COC(=O)CSC1=C(C#N)C(c2ccccc2OC)C(C(=O)OC)C(=O)N1 (centres undefined)	35	-1	98	-2	11	6	103	-3	1.9
Nn1cnnc1N/N=C/c1cccc(Cl)c1Cl	16	-7	98	1	-10	-3	96	-5	-3.0
CCCOC(=O)/C(=C\C=C\c1ccco1)NC(=O)c1ccccc1	-2	-5	99	-28	40	1	98	40*	-2.7
Cc1cccc(N2C(=O)c3cccc4cccc(c34)C2=O)c1	11	3	102	-14	6	6	100	8	-6.6
Cc1cccc(/C=N\N=C\c2cccc(C)c2)c1	4	4	104	-4	4	-4	99	18	0.4
Cc1ccccc1NC(=O)C1CCCN1/C=C/C(=O)C(F)(F)F (centres undefined)	22	-3	99	7	8	8	109	0	-0.5
O=C(NCCN1CCN(C(=O)C(c2ccccc2)c2ccccc2)CC1)C(=O)Nc1ccccc1	13	-2	103	-8	14	4	106	-2	1.8
COc1ccc(N=C2NC(=O)/C(=C\C=C\c3ccco3)S2)cc1	2	-7	99	-16	85*	-9	90	46*	1.7
Cc1nn(-c2ccccc2)c(N2CCCC2)c1C=O	-4	-4	97	-5	-4	-4	96	9	-0.6
COc1cc(/C=N/NC(=O)c2cccnc2)ccc1OC(=O)c1ccco1	8	-13	103	-18	33	3	103	3	0.2
COC(=O)c1c(NC(=O)c2ccc(Br)s2)sc2c1CCC2	-27	-5	99	-4	17	-2	94	4	1.7
Cc1sc(-n2c(C)cc(/C=N/n3cnnc3)c2C)c(C#N)c1C	-49	.	90	-11	6	-6	92	4	-1.7
O=C(COC(=O)c1ccccc1Sc1ccc(C(F)(F)F)cc1[N+](=O)[O-])NC(=O)NC1CCCC1	-32	4	104	-3	-21	2	99	13	0.1
Cc1ccc(Sc2c(C)nn(C(=O)c3cccc(S(=O)(=O)N4CCOCC4)c3)c2C)cc1	-19	-3	98	-6	-6	6	104	-5	6.5
CC1=C(C(=O)Nc2ccccc2)C(c2cccc([N+](=O)[O-])c2)Nc2nc3ccccc3n21 (centres undefined)	-1	-2	93	0	25	-7	91	-6	-0.1
C/C(=N\Nc1ccccn1)c1ccc(C(C)C)cc1	-10	0	99	0	-11	-4	111	1	1.6
Cc1nc(SC2CC(=O)N(c3cc(Cl)cc(Cl)c3)C2=O)nc2c1CCCC2 (centres undefined)	8	1	104	-30	0	4	104	10	5.4
CCOc1ccccc1N(CC(=O)N1CCC(C)CC1)S(=O)(=O)c1ccc(C)cc1	-8	-1	102	-67	11	4	100	32	0.4
CCCn1c(SCC(=O)Nc2cc(S(=O)(=O)N3CCOCC3)ccc2Cl)n[nH]c1=O	6	-1	93	-15	-7	-3	94	-3	1.1
C=CCO/N=C(/CCC)C1=C(N)CC(C)(C)CC1=O	5	-4	103	4	5	-2	100	-12	0.3
CCC1(c2ccccc2)NC(=O)N(CC(=O)N2CCN(S(=O)(=O)c3ccccc3)CC2)C1=O (centres undefined)	-12	-5	102	-23	-14	-2	101	8	2.6
O=C(Nc1ccccc1[N+](=O)[O-])C1C(c2ccccc2)=C1c1ccccc1	25	-1	100	2	-16	0	97	-2	1.3
